Luc counter: counter-screen: inhibitors of Kinase-Glo firefly luciferase; Q27757; Kinase-Glo luciferase, ATP luminescence, 8 min; Potency, µM (doses to about 38.3 µM), inactives show at the highest dose activity change, negative = inhibition, hits mostly inhibitors; hit rate 0.28% among 200,000; AID 1379; further: potency means the concentration at half of the fitted maximal effect; on the % scale 0 is the no-effect control and ±100 the full control effect; nearly all actives have a fitted effect of over 60% in size
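Kinase-Glo luciferase light output from ATP and luciferin was measured with 10 uM ATP, within the enzyme's linear range. Buffer: 50 mM imidazole pH 7.2, 50 mM KCl, 7 mM MgCl2, 0.01% Tween 20, 0.05% BSA; luminescence read after 8 min at ambient temperature.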
GLA spleen mod: alpha-galactosidase A (human) modulation. P06280. human spleen homogenate, 4MU-alpha-Gal fluorescence, 40 min. Potency, µM (highest dose often 80 µM), without a hit: at the highest dose activity change, negative = inhibition, actives largely listed as inhibitors. hit rate 0.008% among 240,000;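 further: potency means the concentration at half of the fitted maximal effect; 0% = enzyme with vehicle and -100% = no enzyme basal signal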
Target sequence (P06280 32-429 limits assumed): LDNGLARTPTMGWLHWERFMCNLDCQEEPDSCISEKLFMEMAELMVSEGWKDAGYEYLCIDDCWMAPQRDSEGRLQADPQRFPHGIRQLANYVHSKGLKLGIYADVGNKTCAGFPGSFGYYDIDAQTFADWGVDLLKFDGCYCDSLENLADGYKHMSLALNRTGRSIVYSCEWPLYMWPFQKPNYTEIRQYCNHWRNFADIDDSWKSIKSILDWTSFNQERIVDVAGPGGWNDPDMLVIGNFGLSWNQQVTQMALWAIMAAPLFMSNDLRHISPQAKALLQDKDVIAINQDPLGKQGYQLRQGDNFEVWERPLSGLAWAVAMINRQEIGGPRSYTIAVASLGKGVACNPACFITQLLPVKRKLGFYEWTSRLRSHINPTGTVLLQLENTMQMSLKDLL
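Spleen homogenate 1 ug + cpd (titration) + 4-MU-alpha-D-galactopyranoside 1 mM; 37C 40 min; 50 mM citrate/phosphate pH 5.0, 0.01% Tween-20; stop pH 10; fluorescence 365/440; AC50 via Hill.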
CBFb RUNX1 block: blocks binding between human CBF-beta and RUNX1 | Q01196+Q13951 | AlphaScreen CBFb-His/RUNX1-biotin binding, biochemical | Potency, µM (doses to about 59.8 µM), inactives show at the highest dose activity, negative = inhibition, most hits filed as inhibitors | 230,000 tested, under 10 active | AID 1477; further: % of control where 0% means no effect
Target sequence (Q01196 whole entry, looked up): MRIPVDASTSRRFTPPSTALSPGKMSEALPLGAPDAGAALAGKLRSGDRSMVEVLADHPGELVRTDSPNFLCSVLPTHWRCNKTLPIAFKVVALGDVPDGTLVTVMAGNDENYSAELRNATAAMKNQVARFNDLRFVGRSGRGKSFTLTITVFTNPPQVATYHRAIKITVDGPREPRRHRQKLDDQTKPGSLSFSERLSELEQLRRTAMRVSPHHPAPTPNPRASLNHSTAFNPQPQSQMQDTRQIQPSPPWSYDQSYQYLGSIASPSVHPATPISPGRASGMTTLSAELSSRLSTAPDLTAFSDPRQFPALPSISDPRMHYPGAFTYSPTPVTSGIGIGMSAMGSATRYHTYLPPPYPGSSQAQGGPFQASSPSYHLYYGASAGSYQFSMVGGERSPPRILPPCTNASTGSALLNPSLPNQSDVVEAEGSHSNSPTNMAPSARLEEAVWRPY
Target sequence (Q13951 whole entry, looked up): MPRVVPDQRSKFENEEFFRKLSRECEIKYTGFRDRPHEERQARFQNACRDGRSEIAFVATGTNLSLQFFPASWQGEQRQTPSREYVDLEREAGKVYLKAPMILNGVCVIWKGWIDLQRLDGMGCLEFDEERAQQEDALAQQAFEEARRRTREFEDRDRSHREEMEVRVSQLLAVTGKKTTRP
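His-tagged CBF-beta and biotinylated RUNX1 (30 nM each) were premixed 20 min at room temperature, exposed to compound for 15 min, then given nickel-chelate and streptavidin AlphaScreen beads (50 ng each). After 90 min, AlphaScreen signal was read.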
NPSR antag: blocks cAMP signaling of the human neuropeptide S receptor | CHO-NPSR cells, cAMP TR-FRET, antagonist mode | Potency, µM (doses to about 38.3 µM), for inactives: at the top dose activity change, negative = inhibition, hits mostly inhibitors | hit rate 1% among 220,000; further: potency means the concentration at half of the fitted maximal effect; on the % scale 0 is the no-effect control and ±100 the full control effect; nearly all actives have a fitted effect of over 50% in size; many of its hits are not listed in these tables
Epigenetic derep: derepresses silenced GFP reporter in murine cells; murine LDR cells, GFP reporter derepression, 30 h; Potency, µM (highest dose often 53.9 µM), without a hit: top-dose GFP activation, hits mostly activators; hit rate 0.2% among 280,000; further: potency means the concentration at half of the fitted maximal effect; % of control where 0% means no effect; nearly all actives have a fitted effect of over 60% in size
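Derepression of a silenced CMV-GFP reporter in murine LDR cells is scored by enumerating GFP-positive cells with a laser-scanning microplate cytometer after 30 hours of treatment at 37 C.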
IMPase Li cell: IMPase inhibition in cells with lithium potentiation | CHO-M1 cells, IP1 TR-FRET (IP-One), carbachol + lithium | Potency, µM (doses to about 59.4 µM), without a hit: at the highest dose activity, negative = IMPase inhibition, hits mostly inhibitors | hit rate 0.35% among 210,000;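 further: IP1 builds up when IMPase is blocked and the TR-FRET signal falls; potency means the concentration at half of the fitted maximal effect; plate controls were basal vehicle for no effect and high inhibitor control for full effect; nearly all actives have a fitted effect of over 50% in size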
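Concentration–response in CHO-M1 cells, lithium-potentiated; 30 min at 37C. IP1 detected by competitive TR-FRET after 10 min lysis at RT. Hill-fitted AC50.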
LMNA splice mod: LMNA splicing modulation; hit rate 0.01% among 200,000; Potency, µM (highest dose often 46.1 µM), inactives show at the highest dose ratio change, negative = inhibition, actives largely listed as inhibitors; AID 1487; HeLa LMNA splicing GFP/RFP minigene ratio, 48 h; active means well fitted inhibition curve with a large enough effect in the signal ratio, with a control signal flat, not every such curve was filed as active; inconclusive means small, poorly fitted or top-dose-only effect, or effect the other way, or a change in a side signal; the % refers to the signal ratio; further: potency means the concentration at half of the fitted maximal effect; on the % scale 0 is the no-effect control and ±100 the full control effect
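S3 HeLa stable clones carrying a lamin A-EGFP splicing minigene plus DsRed2 were seeded at 600 cells/well in Opti-MEM with 2% FBS, pin-dosed and incubated 48 h at 37°C. Acumen cytometry (488 nm) gave the GFP/RFP total-intensity ratio.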
Starred values were filed as active, the others as inactive; u = inconclusive; x = not tested or not shown; & = joins results of further samples; [ ] = remark or other dose. Unless noted, the call rests on the fitted dose curve; in most records, active means well fitted curve in the direction sought with a large enough effect; inconclusive means small, poorly fitted or top-dose-only effect, or another doubt; inactive means no such curve, though single readings can be large; an effect the other way counts as inactive or inconclusive. The list is partial; the hit share may differ from the screen's.

entry	compound	Luc counter	GLA spleen mod	CBFb RUNX1 block	NPSR antag	Epigenetic derep	IMPase Li cell	LMNA splice mod
1	Cc1ccc(NC(=O)CSc2nc3ccccc3c3nc(CCn4cncc4C)nn23)c(C)c1	x	-2%	6%	-7%[46.1 µM]	5.2%&-0.9%	x	u
2	CC(C)CN(C(=O)c1ccco1)c1nc2ccccc2s1	1%	-4%	u	-39%	-2.6%	15%	u
3	CNC(=S)/N=C(\Nc1ccc(C)cc1)c1ccccc1	x	u	0%	-13%	1.1%	x	x
4	CCOCCCNC(=O)Cc1cc(=O)[nH]c(=O)[nH]1	1%	-10%	12%	-2%[46.1 µM]	0.0%	22%[38.3 µM]	-2%
5	C#CC[N+](C)(C)CCN1C(=O)C2C(c3ccccc3)C=CC(c3ccccc3)C2C1=O (stereo not given)	-1%	1%	1%	9%	1.1%	4%	x
6	Cc1cccc(NC(=O)NNC(=O)c2c(Cl)c(C)nn2C)c1	0%	8%	13%	2%	3.9%	-3%	u
7	COc1ccccc1N1C(=O)c2ccc(C(=O)Nc3nccs3)cc2C1=O	-5%	1%	-15%	-17%	-4.1%	8%	16%[46 µM]
8	Cc1ccccc1CN(c1ccc(C(=O)NCc2ccccn2)cc1)S(C)(=O)=O	6%	5%	-1%	-14%	1.6%	-2%	-6%[46 µM]
9	CCn1nnc(-c2ccc(N)cc2)n1	-3%	4%	2%	23%	1.1%	13%	u
10	O=C(O)CC(SCC(=O)Nc1ccccc1)C(=O)O (stereo not given)	4%	3%	0%	10%	-4.5%	-4%	x
11	C=CCn1c(=N)n(CC(=O)OCC)c2ccccc21	-1%	9%	6%	8%[46.1 µM]	1.8%	-6%[38.3 µM]	-8%
12	CCCCCCCCCCCCCCCC(=O)NCCc1c[nH]c2ccccc12	x	10%	13%	2%	-3.0%	-6%	x
13	Nc1cc(Cl)nc(N/N=C/c2ccc([N+](=O)[O-])cc2)n1	15%	-2%	1%	-10%	u	-13%	13%
14	COc1ccc(OCC(=O)OCC(=O)NCc2ccco2)cc1	0%	8%	1%	-5%[46.1 µM]	-0.7%	6%[38.3 µM]	5%
15	CCC(C(=O)NC(C)(C)C)N(C(=O)Cn1nnc(-c2ccccc2F)n1)c1cnc2ccccc2c1 (stereo not given)	2%	4%	11%	-8%	-0.2%	3%	0%[9.22 µM]
16	CCOc1ccc(-n2cnnn2)cc1S(=O)(=O)N1CCC(C)CC1C (stereo not given)	-3%	5%	5%	-9%	-1.1%	3%	5%[9.22 µM]
17	CCCc1cc(=O)oc2c(C)c3occ(C)c3cc12	14%	-2%	10%	12%	0.1%	10%	u
18	CCOC(=O)c1nnn(-c2nonc2-n2cccc2)c1CN1CCOCC1	0%	0%	-3%	-19%[46.1 µM]	-0.9%	-1%[38.3 µM]	-16%
19	CC(=O)N1CCN(CCN=CC2=C(O)CC(c3cccs3)CC2=O)CC1 (stereo not given)	-2%	0%	8%	-3%[46.1 µM]	-1.4%	0%[38.3 µM]	-4%
20	COc1ccc(-c2c(C)nn(Cc3ccccc3)c2N)cc1	1%	0%	-1%	-16%[46.1 µM]	-3.4%	-8%[38.3 µM]	19%
21	Cc1ccc(S(=O)(=O)N(CC(=O)NCCSCc2ccco2)c2ccc(F)cc2)cc1	x	5%	1%	u	-1.0%	x	x
22	Cc1nc(-c2ccccc2)sc1-c1nc(-c2cccs2)ncc1S(=O)(=O)c1ccccc1	-1%	11%	4%	-17%[46.1 µM]	1.0%	-7%[38.3 µM]	6%
23	CC1Cc2nc(SCC(=O)Nc3nccs3)n(C)c(=O)c2S1 (stereo not given)	6%	-2%	4%	15%	-1.0%	2%	-6%
24	Oc1sc(C=Nc2ccc(F)cc2)c2ccccc12	-2%	1%	9%	u	u	35%[38.3 µM]	12%
25	CCOC(=O)C(=O)/C(C#N)=C/Nc1ccc(F)cc1	3%	-4%	-1%	20%[46.1 µM]	0.1%	9%[38.3 µM]	8%
26	O=C1C(Br)=Cc2cccc3cccc1c23	x	4%	-12%	-19%	-1.1%	x	x
27	CCOC(=O)[C@@H]1CCNC[C@@H]1c1ccccc1	x	1%	2%	-1%[46.1 µM]	-0.3%	x	6%
28	Nc1ccc(Cl)c(NC(=O)c2cccs2)c1	-1%	12%	5%	1%[46.1 µM]	-0.9%	6%[38.3 µM]	4%
29	COC(=O)c1ccc(C(NC(=O)OCc2ccccc2)/C(=C/[C@@H](C)C(=O)NCc2cc(C)n(C)n2)c2cccnc2)cc1 (stereo not given in full)	-2%	9%	11%	x	1.9%	-7%	x
30	O=C(COc1ccc(S(=O)(=O)N2CCOCC2)cc1)Nc1ccc(Cl)c(C(F)(F)F)c1	3%	7%	8%	-18%[46.1 µM]	-1.1%	35%[activator][38.3 µM]	-17%
31	CC(=O)c1c(C)nc(-c2ccccc2)nc1N	-2%	-2%	8%	-10%	-6.8%	-5%	x
32	O=C(COC(=O)c1ccc(S(=O)(=O)N2CCCC2)cc1)Nc1ccc(F)cc1F	2%	-2%	8%	7%	0.5%	9%	0%[46 µM]
33	COc1ccc(CSCC(=O)Nc2ccc(S(=O)(=O)N3CCCCCC3)cc2)cc1	3%	3%	u	-18%	-1.0%	10%	u
34	O=C(O)COc1ccccc1/C=C1\SC(=Nc2ccc(F)cc2)N(c2ccc(F)cc2)C1=O	2%	-1%	-2%	-29%	0.0%	11%	x
35	Cc1nc(C)c(Oc2ccc(Cl)cc2Cl)c(=O)[nH]1	x	3%	1%	-4%	-0.3%	x	x
36	CCN(CC)c1ccc(/C=N/NC(=O)c2ccoc2C)c(O)c1	x	13%	-3%	u	u	x	x
37	CCc1nnc(NC(=O)c2ccc(-c3ccc(F)cc3)o2)s1	1%	7%	15%	-2%	-0.6%	1%	u
38	O=C(COC(=O)c1cc(S(=O)(=O)N2CCCCC2)ccc1N1CCOCC1)NCCc1ccc(F)cc1	-3%	-3%	26%	-30%	-3.9%	10%	-6%[46 µM]
39	COc1ccc(OCc2cnc(Cl)s2)cc1	-6%	-2%	12%	3%[46.1 µM]	-0.5%	-11%[38.3 µM]	1%
40	CCOC(=O)NC(=S)Nc1ccc(C(C)(C)C)cc1Br	x	-2%	19%	44%	3.8%	x	x

An excerpt from above, reduced to NPSR antag, CBFb RUNX1 block and IMPase Li cell.
item	Molecule	NPSR antag	CBFb RUNX1 block	IMPase Li cell
13	Nc1cc(Cl)nc(N/N=C/c2ccc([N+](=O)[O-])cc2)n1	-10%	1%	-13%
14	COc1ccc(OCC(=O)OCC(=O)NCc2ccco2)cc1	-5%[46.1 µM]	1%	6%[38.3 µM]

Other structures follow:
entry	compound	Luc counter	GLA spleen mod	CBFb RUNX1 block	NPSR antag	Epigenetic derep	IMPase Li cell	LMNA splice mod
41	CCC(=O)Nc1ccc(Cl)c(NC(=S)NC(=O)COc2ccccc2)c1	-2%	-6%	3%	-5%	0.0%	6%	-15%
42	CN(Cc1cccc(Cl)c1Cl)c1ccc(S(=O)(=O)N2CCCCC2)cc1[N+](=O)[O-]	3%	-4%	u	-24%	-1.1%	4%	u
43	C=CCOc1c(Br)cc(CNc2ccc(NC(=O)C(C)C)c(OC)c2)cc1OCC	-1%	0%	1%	-24%	0.5%	-3%	u
44	CCc1ccc(NC(=O)CN(c2cccc(C)c2)S(C)(=O)=O)cc1	15%	-2%	1%	-8%[46.1 µM]	0.0%	30%[38.3 µM]	-12%
45	CCOc1cccc(CNn2cnnc2)c1OCc1ccccc1Cl	4%	-8%	-6%	-7%[46.1 µM]	-1.0%	3%[38.3 µM]	u
46	COc1cc2[nH]c(=O)n3nc(-c4ccccc4)nc3c2cc1OC	-1%	-8%	2%	-11%[46.1 µM]	-0.8%	16%	0%
47	OCCN1CCN(C(c2cccs2)c2ccc3cccnc3c2O)CC1 (stereo not given)	-2%	-11%	-29%	10µM*	1.9%	-3%[38.3 µM]	-8%
48	Nc1ccccc1NC(=O)c1ccccc1	-2%	-5%	5%	-2%[46.1 µM]	-1.0%	-1%[38.3 µM]	-9%
49	O=C(c1cc2ccccc2oc1=O)N(Cc1cccc(Br)c1)C1CCS(=O)(=O)C1 (stereo not given)	x	12%	11%	-12%	-1.3%	x	x
50	COc1ccccc1C(=O)N/C(=C/c1ccc(Br)cc1)C(=O)N1CCCC1	2%	-21%	-29%	-23%	-1.1%	22%	x
51	CCOC(=O)Cc1csc(NC(=O)/C=C/c2ccc(OC)cc2)n1	-9%	-1%	-3%	2%	0.0%	4%	7%[46 µM]
52	C/C(=N\NC(=S)Nc1ccccc1C)c1cc2ccccc2o1	x	6%	u	-15%	0.0%	x	x
53	COCCn1c(SCc2ccc(C(=O)OC)o2)nnc1-c1c[nH]c2ccccc12	19%	-5%	-4%	-4%[46.1 µM]	0.8%	-8%[38.3 µM]	-2%
54	O=C(Nc1ccc2c(c1)OCO2)c1cnc2n(c1=O)CCS2	-12%	-13%	14%	5%	3.1%	29%	-15%
55	COC(=O)c1cccc(NC(=O)CCSc2ccc(Cl)cc2)c1C	x	1%	7%	-16%[46.1 µM]	1.9%	x	0%
56	COc1ccc(S(=O)(=O)N2CC(C)N(S(=O)(=O)c3ccc(OC)cc3)CC2C)cc1 (stereo not given)	0%	-11%	7%	-11%[46.1 µM]	6.8%	5%[38.3 µM]	8%
57	O=S(=O)(NCc1ccccc1Cl)c1cnc[nH]1	4%	1%	2%	-7%[46.1 µM]	0.0%	15%[38.3 µM]	-3%
58	CCOC(=O)Cn1c(=NC(=O)c2ccc([N+](=O)[O-])s2)sc2ccccc21	-2%	4%	0%	-20%	u	6%	-9%
59	Cc1nc(-n2[nH]c3c(c2=O)CCCC3)[nH]c(=O)c1Cc1ccccc1	-13%	8%	-2%	7.9µM*	0.4%	29%[38.3 µM]	u
60	O=c1[nH]c(-c2ccccc2O)nc2c1CCCC2	12%	-11%	4%	-4%[46.1 µM]	-1.1%	-3%[38.3 µM]	6%
61	O=C(CSc1ccsc1[N+](=O)[O-])NCCc1ccc(Cl)cc1	2%	-2%	4%	-9%[46.1 µM]	0.0%	-4%[38.3 µM]	6%
62	O=C(O)c1cc2ccccc2[nH]1	-1%	6%	21%	x	-0.3%	13%	x
63	COCCn1cc(C(=O)NCc2ccco2)c2c3ccccc3n(C)c2c1=O	2%	-17%	7%	-21%	5.3%	4%	-10%[46 µM]
64	COc1ccc(/C=N/NC(=O)c2cccnc2)cc1CSc1nc2ccccc2s1	4%	5%	8%	u	-1.0%	19%	u

High-throughput results: PubChem, National Center for Advancing Translational Sciences (NCATS)
